Mdm2 MdmX PPI: disrupts the human Mdm2-MdmX interaction; O15151+Q00987; SaOS-2 split-luciferase Mdm2/MdmX complementation, luminescence; inhibition, % at 8 µM; 330,000 compounds, 3% hits;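 active means inhibition of at least 50% at 8 µM in the primary screen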
Target sequence (O15151 whole entry, looked up): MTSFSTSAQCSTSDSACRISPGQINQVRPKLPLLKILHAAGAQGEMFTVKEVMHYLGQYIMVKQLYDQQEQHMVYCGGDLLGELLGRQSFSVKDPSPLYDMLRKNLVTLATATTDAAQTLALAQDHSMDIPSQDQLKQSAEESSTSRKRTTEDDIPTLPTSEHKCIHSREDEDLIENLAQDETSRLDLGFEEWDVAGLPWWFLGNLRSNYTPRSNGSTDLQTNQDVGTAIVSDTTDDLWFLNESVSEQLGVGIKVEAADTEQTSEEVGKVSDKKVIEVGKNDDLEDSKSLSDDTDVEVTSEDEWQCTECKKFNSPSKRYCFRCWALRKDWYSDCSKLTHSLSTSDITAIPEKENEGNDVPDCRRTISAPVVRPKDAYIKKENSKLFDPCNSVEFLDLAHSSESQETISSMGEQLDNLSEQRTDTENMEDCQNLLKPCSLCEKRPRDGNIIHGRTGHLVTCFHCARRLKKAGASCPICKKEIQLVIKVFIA
Target sequence (Q00987 whole entry, looked up): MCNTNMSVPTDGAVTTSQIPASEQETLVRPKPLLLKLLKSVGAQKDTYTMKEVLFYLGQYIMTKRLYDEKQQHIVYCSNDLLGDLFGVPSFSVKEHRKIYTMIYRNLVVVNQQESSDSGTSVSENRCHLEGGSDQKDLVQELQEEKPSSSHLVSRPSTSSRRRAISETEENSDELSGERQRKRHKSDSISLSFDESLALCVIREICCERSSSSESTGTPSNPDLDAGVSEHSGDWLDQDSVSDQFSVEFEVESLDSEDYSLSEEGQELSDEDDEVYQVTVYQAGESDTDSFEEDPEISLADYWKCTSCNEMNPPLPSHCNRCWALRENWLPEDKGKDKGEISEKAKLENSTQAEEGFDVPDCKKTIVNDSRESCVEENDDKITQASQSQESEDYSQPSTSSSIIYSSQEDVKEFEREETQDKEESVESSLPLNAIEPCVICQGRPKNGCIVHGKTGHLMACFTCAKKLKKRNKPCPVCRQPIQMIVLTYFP
TIM10 inh: growth inhibitors of TIM10 yeast strain; S. cerevisiae TIM10 strain growth, BacTiter-Glo luminescence, 24 h; inhibition, % at 10 µM; 330,000 compounds, 1.4% hits;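 active means inhibition of 40% or more at the single tested concentration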;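 further: wild-type TIM10 isogenic control strain grown at permissive 25 °C; 0% = DMSO yeast wells and 100% = minimal medium wells without yeast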
NALP3 yeast inh: blocks the NALP3 inflammasome reconstituted in yeast; Yeast reconstituted NLRP3/ASC/caspase-1, beta-gal luminescence, 24 h; inhibition, % at 10 µM; 330,000 compounds, 0.39% hits; AID 2825;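 active means inhibition of 50% or more; inactive means inhibition below 50%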;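 further: plate controls were induced DMSO wells for no effect and uninduced yeast grown without galactose for full effect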
APJ agonist: activates the human apelin receptor APJ; activation, % at 20 µM; CHO-K1 APJ PathHunter beta-arrestin, luminescence; 0% DMSO wells, 100% apelin; P35414; 330,000 compounds, 0.11% hits;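 active means activation more than six SD over the plate average, tested at 20 µM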;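 further: 0% = DMSO alone and 100% = apelin-13 at 10 nM; some results filed as inactive read as strong as hits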
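Test system – PathHunter CHO-K1 APJ (AGTRL-1) beta-arrestin reporter cells · Input – 1000 cells/well · Compound – single test compound dose, 20 µM final, 1% DMSO · Times – compound stimulation 90 min at 25 °C, detection 60 min · Technique – beta-gal luminescence · Read-out basis – APJ–arrestin association signal · Control set – negative DMSO alone, positive Apelin-13 at 10 nM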
NR3A LBD binder: modulators (binders) of human NR3A ligand-binding domain | Tm shift relative to glycine control, % at 25 µM | 340,000 compounds, 2.5% hits | NR3A LBD differential scanning fluorimetry, Tm shift; 0% = protein alone, 100% = glycine-bound protein;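 active means melting temperature shift of at least 10% of the positive control shift, at one fixed dose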
tim23-1 inh: growth inhibitors of tim23-1 mutant yeast; S. cerevisiae tim23-1 growth, BacTiter-Glo luminescence, 24 h; inhibition, % at 20 µM; 330,000 compounds, 1.3% hits;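 active means growth inhibition of the mutant yeast at or above 50%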;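 further: temperature-sensitive mutant grown at 25 °C; plate controls were DMSO-treated mutant yeast for no effect and medium wells lacking yeast for full effect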
UPR XBP1 act: activators of adaptive arm of unfolded protein response (XBP1) | CHO-XBP1 luciferase reporter, IRE1-XBP1 UPR activation, luminescence; percent of tunicamycin response, DMSO as zero | activation, % at 20 µM | 330,000 compounds, 0.33% hits | AID 463104;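 active means versus positive control, 20 µM dose yields 30% or more activation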;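 further: 100% = tunicamycin at 10 µg/mL and 0% = DMSO only wells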
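Signal: luciferase luminescence; Assay system: CHO-XBP1 luciferase reporter cells; Amount: one thousand reporter cells per well; Dosing: 20 µM single concentration, DMSO 1%; Benchmarks: high control tunicamycin 10 µg/mL final, low control DMSO vehicle only; Schedule: 6 h compound exposure at 37 °C, 5% CO2; Evaluation: percent activation relative to tunicamycin reference.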
CHOP UPR activ: apoptotic UPR (CHOP) activation. CHO-CHOP luciferase reporter, luminescence; percent of tunicamycin response over DMSO baseline. activation, % at 10 µM. 330,000 compounds, 0.34% hits;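 active means at 10 µM dose, activation of 40% or more, normalized to positive control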;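 further: 100% = tunicamycin at 10 µg/mL and 0% = DMSO alone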
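Material: CHO-CHOP cells, stable luciferase reporter of PERK-eIF2a-CHOP signalling; quantity: 500 reporter cells seeded per well; buffer or medium: F12 medium containing 10% fetal bovine serum; compound: one dose, 10 µM in 0.5% DMSO; incubation: 6 h compound treatment, 37 °C; measured by: Steady-Glo luciferase luminescence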
tim10-1 inh: tim10-1 yeast growth inhibition; S. cerevisiae tim10-1 ts strain growth, BacTiter-Glo, 24 h; inhibition, % at 20 µM; 330,000 compounds, 2.2% hits; AID 463190;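 active means inhibition of at least 40%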;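 further: mutant grown at 25 °C; 0% = DMSO wells with yeast and 100% = wells holding no yeast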
Numbers without * were called inactive; / = no result given.

SMILES | Mdm2 MdmX PPI | TIM10 inh | NALP3 yeast inh | APJ agonist | NR3A LBD binder | tim23-1 inh | UPR XBP1 act | CHOP UPR activ | tim10-1 inh
CCn1c(O)c(C2=NCCCC2)c2ccccc21 | 11 | 9 | 3 | -4 | -1 | 12 | -1 | -1.0 | 7
c1ccc(NC(c2ccccc2)c2ccncc2)cc1 (stereo not drawn) | 28 | 3 | 6 | -3 | -2 | 18 | -1 | 0.8 | 10
CCCc1[nH]n(-c2nc3ccccc3s2)c(=O)c1C=NCC(C)C | -9 | 21 | 11 | -3 | -1 | 34 | -1 | 2.3 | 21
COc1ccc(N(CC(=O)N2CCN(Cc3ccccc3)CC2)S(C)(=O)=O)cc1 | -53 | 1 | 21 | 0 | -1 | 3 | 11 | 0.1 | 4
COc1ccc2cc(C(=O)OC(C)C)sc(=O)c2c1OC | -4 | -18 | 45 | -2 | 2 | 32 | 2 | 1.4 | 20
CCC1(CC)Nc2ccccc2C(=O)N1c1ccc(OC)cc1 | -16 | -5 | 0 | -4 | -2 | 10 | -2 | 1.6 | 4
NS(=O)(=O)c1ccc2nc(NC(=O)Nc3ccc(F)cc3)sc2c1 | -64 | -11 | 11 | 2 | 23* | 8 | 3 | 3.1 | 6
CCOc1ccc2oc(C(=O)NCc3ccccc3CN3CCCC3)c(C)c2c1 | 22 | 13 | 28 | -1 | 2 | 29 | -1 | 2.1 | 26
O=C(CN1CCCCC1CO)c1ccc(OC(F)F)cc1 (stereo not drawn) | 19 | 1 | 17 | -3 | 0 | 3 | -7 | 1.2 | -8
Nc1c(C(=O)N2CCCC2)sc2nc(-c3ccccc3)ccc12 | -79 | 26 | 26 | -4 | -11 | 29 | 5 | 9.1 | 22
CCOc1cc(S(=O)(=O)N(CC)CC)ccc1Br | 28 | -14 | 39 | -2 | 1 | 31 | 2 | 1.9 | 20
COc1ccc(C2CC2C(=O)c2ccccn2)cc1 (stereo not drawn) | -14 | 5 | 26 | -3 | -1 | 8 | 1 | 2.8 | -10
CC(Oc1ccccc1)C(=O)N1CCN=C1SCc1ccccc1F (stereo not drawn) | -1 | -14 | 21 | -1 | -1 | 21 | -3 | -0.6 | 4
COc1ccc(Cl)cc1C(=O)Nn1c(C)nc2ccccc2c1=O | 1 | 22 | 16 | -2 | / | 27 | 3 | 0.0 | 24
CCN(CC(=O)c1c(N)n(C)c(=O)n(C)c1=O)c1cccc2ccccc12 | 17 | 22 | 16 | 8 | -5 | 20 | -1 | -1.0 | 21
O=C(Nc1ccccc1)N(Cc1ccc(Cl)cc1)CC(O)C(F)(F)F (stereo not drawn) | 5 | 10 | 4 | 3 | -5 | 25 | -2 | -2.1 | 27
Fc1ccc2nc(Nc3nc4cc5c(cc4s3)OCO5)sc2c1 | -63 | 25 | 24 | -3 | 31* | 13 | 4 | 8.5 | 5
CCCNC(=O)C/C(C)=N/NC(=O)C(=O)Nc1ccccn1 | 0 | 1 | 8 | -1 | -11 | 1 | 4 | 1.3 | 0
CC(C)(C)C(=O)CN1C(=O)NC2(CCc3ccccc32)C1=O (stereo not drawn) | -26 | 12 | 12 | 3 | -1 | 2 | -2 | -0.5 | 3
Cc1ccc(C(=O)OCC(=O)NCCNC(=O)COC(=O)c2ccc(C)o2)o1 | 11 | 1 | 1 | -10 | 1 | -7 | -2 | 0.7 | -4
CCN(CC)C(=O)CN(c1ccc(F)c(Cl)c1)S(C)(=O)=O | 13 | 2 | -1 | -1 | 1 | -11 | 1 | 1.7 | -13
Cc1cccc(NC(=O)C(=O)NCC2CCCN2S(=O)(=O)c2cccs2)c1C (stereo not drawn) | 13 | 11 | 9 | -7 | 2 | 5 | -3 | 1.9 | 8
CCN(CC)CCN1C(=O)C(=O)/C(=C(/O)c2c(C)[nH]c(C(=O)OC)c2C)C1c1ccccc1OC (stereo not drawn) | -5 | -8 | -1 | -2 | 0 | 6 | -4 | -0.5 | 13
O=C(CSc1nc2ccccc2[nH]1)Nc1cccc(S(=O)(=O)N2CCOCC2)c1 | -16 | 2 | -3 | 1 | -1 | 9 | -2 | 0.4 | 4
O=C(O)CSc1nnc(COc2cccc3cccnc23)n1-c1ccc(Cl)cc1 | 1 | -6 | 2 | -2 | -1 | 9 | 0 | 0.2 | 5

Continued; the last 2 above are carried over.
SMILES | Mdm2 MdmX PPI | TIM10 inh | NALP3 yeast inh | APJ agonist | NR3A LBD binder | tim23-1 inh | UPR XBP1 act | CHOP UPR activ | tim10-1 inh
O=C(CSc1nc2ccccc2[nH]1)Nc1cccc(S(=O)(=O)N2CCOCC2)c1 | -16 | 2 | -3 | 1 | -1 | 9 | -2 | 0.4 | 4
O=C(O)CSc1nnc(COc2cccc3cccnc23)n1-c1ccc(Cl)cc1 | 1 | -6 | 2 | -2 | -1 | 9 | 0 | 0.2 | 5
CN(C)S(=O)(=O)c1ccc(N2CCCC2)c(C(=O)NCCc2ccc(F)cc2)c1 | 26 | -10 | 17 | 1 | 2 | 3 | -4 | 1.2 | -2
CN1C(=O)N(C)C2(c3ccccc3)Nn3c(s/c(=C/c4ccccc4)c3=O)=NC12c1ccccc1 (stereo not drawn) | 7 | -2 | -4 | 0 | -1 | -11 | -1 | -3.5 | -1
Cc1ccc(C2N(C)c3ccccc3-c3nc4ccccc4n32)o1 (stereo not drawn) | 15 | 28 | -9 | -3 | -1 | 38 | -1 | 1.5 | 23
CCCOC(=O)c1ccc(NC(=O)Cc2cccs2)cc1 | -7 | -13 | 47 | -2 | 0 | 38 | -1 | 3.1 | -7
CCOC(=O)C1CCN(CC(C)(C)NS(=O)(=O)c2ccccc2)CC1 | 15 | -8 | 26 | 2 | 0 | -2 | -2 | 1.0 | -62
C=CCc1ccc(OCCCNCc2ccccc2)c(OC)c1 | 1 | 15 | 26 | -1 | -5 | 9 | -3 | 0.8 | -4
O=C1C2C(c3ccccc3)CC=CC2[C@H](c2cccc([N+](=O)[O-])c2)N1Cc1ccccc1 (stereo partly drawn) | 38 | 9 | 15 | 0 | -3 | 9 | -2 | -0.4 | 25
O=C(O)/C=C/C(=O)N1Cc2cc3ccccc3nc2C1 | -2 | 3 | 7 | -4 | 0 | 5 | -6 | -0.8 | 4
COc1ccccc1CN1C(=O)[C@H]2Cc3c([nH]c4ccccc34)C(C)(C)N2C1=O | 21 | -3 | 9 | -2 | -9 | -6 | -2 | -1.6 | -10
O=C(CN(c1ccccc1)S(=O)(=O)c1ccccc1[N+](=O)[O-])N1CCCC1 | -1 | 4 | 13 | 1 | -3 | 19 | -1 | 0.2 | -2
CCOC(=O)C1CCCCN1S(=O)(=O)c1cc2c(cc1C)NC(=O)CO2 (stereo not drawn) | 0 | 15 | 4 | -2 | 0 | 13 | -3 | 0.9 | 20
CN(C)CCCNC(=O)C[C@H]1C[C@H](C(=O)N2CCOCC2)[C@@]2(CCC3CCCC3)c3[nH]c4cc(CCC(=O)N(C)C)ccc4c3CCN2C1=O | 7 | 9 | / | / | 0 | 17 | -3 | 1.7 | 7
Cc1ccc(CNC(=O)C2=NNC(=O)CC2)cc1 | 18 | 0 | 16 | 0 | 1 | -3 | -2 | -0.3 | -6
COc1ccc(OC)c(NC(=S)N2CCCC2)c1 | 25 | 1 | 9 | 0 | 1 | -6 | 4 | 1.4 | -11
Cc1ccc(NC(=O)N2CCCCC2)cc1NC(=O)N1CCCCC1 | -19 | 5 | 9 | 0 | 1 | -1 | -8 | -0.9 | 2
O=C(Nc1ccc2oc(-c3ccccc3)nc2c1)C1CCCO1 (stereo not drawn) | -152 | 10 | 22 | -1 | -8 | 13 | 2 | 5.5 | 13
Nc1nnnn1/N=C/c1ccc(Cl)cc1 | 1 | -5 | -2 | -1 | -1 | -14 | 4 | 0.6 | 1
Brc1ccc(-c2cn3nc4c(nc3n2)CCCC4)cc1 | 22 | 2 | 4 | -1 | 0 | 16 | -5 | -4.1 | 20
O=C(NNC(=O)c1ccccc1[N+](=O)[O-])c1ccccn1 | 15 | 14 | 3 | 1 | -2 | 13 | 6 | 0.1 | 13
COc1ccc(C2N(Cc3ccccc3)CCN2Cc2ccccc2)cc1[N+](=O)[O-] | 29 | 5 | 26 | -3 | 3 | 10 | 0 | -0.9 | 13
Cn1nc(C(=O)OCC(=O)Nc2sccc2C(N)=O)c2ccccc2c1=O | 16 | -19 | 14 | 4 | 0 | -20 | -1 | -2.3 | -2
O=C(CNS(=O)(=O)c1cccs1)NCCc1ccc(Cl)cc1 | -3 | 2 | 36 | -1 | -3 | 13 | 6 | 2.8 | 6
CCc1nnc(NC(=O)C2CCCCN2S(=O)(=O)c2ccccc2)s1 (stereo not drawn) | 31 | 1 | -2 | -1 | 1 | 3 | -3 | 1.8 | -4
N/C(=N\OC(=O)COc1ccc(Br)cc1)c1cccnc1 | -9 | -2 | 34 | -1 | -6 | 11 | 1 | 2.5 | 29
CCC1CCCCN1CCCCOc1cccc(Cl)c1 (stereo not drawn) | 21 | -26 | 33 | -3 | 0 | -10 | 5 | -1.9 | -50
(continued)
SMILES | Mdm2 MdmX PPI | TIM10 inh | NALP3 yeast inh | APJ agonist | NR3A LBD binder | tim23-1 inh | UPR XBP1 act | CHOP UPR activ | tim10-1 inh
Cc1ccc(OCCNC(=O)CNC(=O)c2ccccc2Cl)cc1 | -9 | 4 | 16 | -5 | 2 | 18 | -1 | 0.5 | 12
Cc1cc2c3nonc3ccc2n1C | 13 | 3 | 15 | -3 | 2 | 1 | 2 | -1.2 | 28
CC(=O)Nc1ccc(-c2csc(NC(=O)Cc3ccccc3F)n2)cc1 | -9 | -12 | 0 | 2 | -4 | -64 | 2 | 2.4 | -20
CCOC(=O)C(CSCC(=O)c1ccc(Cl)cc1Cl)NC(=O)OC(C)(C)C (stereo not drawn) | -10 | 15 | 6 | -2 | -1 | 29 | -1 | 1.5 | 33
O=C(NCCN1C(=O)C2C3C=CC(C3)C2C1=O)Nc1ccccc1O (stereo not drawn) | -2 | 7 | 10 | -1 | 0 | 5 | -1 | 4.1 | -8
O=C(NC(=O)N1CCN(c2ccccc2)CC1)c1ccc(Cl)cc1 | -8 | -6 | 26 | 0 | -3 | 3 | 2 | 6.1 | 28

Gathered by group: the compounds so far with a thiophene ring, fused or not
SMILES | Mdm2 MdmX PPI | TIM10 inh | NALP3 yeast inh | APJ agonist | NR3A LBD binder | tim23-1 inh | UPR XBP1 act | CHOP UPR activ | tim10-1 inh
Nc1c(C(=O)N2CCCC2)sc2nc(-c3ccccc3)ccc12 | -79 | 26 | 26 | -4 | -11 | 29 | 5 | 9.1 | 22
Cc1cccc(NC(=O)C(=O)NCC2CCCN2S(=O)(=O)c2cccs2)c1C (stereo not drawn) | 13 | 11 | 9 | -7 | 2 | 5 | -3 | 1.9 | 8
CCCOC(=O)c1ccc(NC(=O)Cc2cccs2)cc1 | -7 | -13 | 47 | -2 | 0 | 38 | -1 | 3.1 | -7
Cn1nc(C(=O)OCC(=O)Nc2sccc2C(N)=O)c2ccccc2c1=O | 16 | -19 | 14 | 4 | 0 | -20 | -1 | -2.3 | -2
O=C(CNS(=O)(=O)c1cccs1)NCCc1ccc(Cl)cc1 | -3 | 2 | 36 | -1 | -3 | 13 | 6 | 2.8 | 6
